Compound activity: PubChem BioAssay, several laboratories
TRPC6 activator: mouse TRPC6 channel activation. Q61143. B-score at 10 µM. HEK293-TRPC6 membrane potential dye fluorescence; hits give high values. 310,000 tested, 0.13% active;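 active = B-score of the integrated fluorescence ratio above library mean plus 3 SD, and starting fluorescence ratio within library mean plus 5 SD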;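 also: higher score means more depolarization so channel activation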
MrgX1 antag: blocks BAM8-22 activation of human MrgX1 receptor | AID 588676 | Q96LB2 | 310,000 tested, 1.3% active | MRGX1-HEK293 calcium flux, Fluo-4, BAM8-22 antagonism; hits give low values | B-score at 10 µM;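 active = calcium-response B-score plate-corrected more than 3 library SD below zero, starting fluorescence within 5 deviations, no agonist response on first addition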;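 also: peak minus trough fluorescence over baseline after final BAM8-22 challenge near maximal dose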
TRPC6 inhibitor: mouse TRPC6 channel inhibition; 310,000 tested, 1.1% active; Q61143; AID 2553; HEK293-TRPC6, membrane potential dye, ACh-evoked depolarization; hits give low values; B-score at 10 µM;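 active = B-score under library mean minus 3 SD, initial fluorescence not abnormally high, positive integrated signal ratio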;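 also: B-score derived from integrated fluorescence ratio over the kinetic read; more negative B-score means stronger inhibition of depolarization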
TRPC4 block: TRPC4 (mouse) channel inhibition | Q9QUQ5 | HEK293 TRPC4beta/mu-opioid, DAMGO-evoked Fluo4 calcium flux; hits give low values | B-score at 10 µM | 300,000 tested, 0.39% active;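 active = B-score over 3 SD under the library average, no early fluorescence shift, positive overall ratio signal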
Target sequence (Q9QUQ5 whole entry, looked up): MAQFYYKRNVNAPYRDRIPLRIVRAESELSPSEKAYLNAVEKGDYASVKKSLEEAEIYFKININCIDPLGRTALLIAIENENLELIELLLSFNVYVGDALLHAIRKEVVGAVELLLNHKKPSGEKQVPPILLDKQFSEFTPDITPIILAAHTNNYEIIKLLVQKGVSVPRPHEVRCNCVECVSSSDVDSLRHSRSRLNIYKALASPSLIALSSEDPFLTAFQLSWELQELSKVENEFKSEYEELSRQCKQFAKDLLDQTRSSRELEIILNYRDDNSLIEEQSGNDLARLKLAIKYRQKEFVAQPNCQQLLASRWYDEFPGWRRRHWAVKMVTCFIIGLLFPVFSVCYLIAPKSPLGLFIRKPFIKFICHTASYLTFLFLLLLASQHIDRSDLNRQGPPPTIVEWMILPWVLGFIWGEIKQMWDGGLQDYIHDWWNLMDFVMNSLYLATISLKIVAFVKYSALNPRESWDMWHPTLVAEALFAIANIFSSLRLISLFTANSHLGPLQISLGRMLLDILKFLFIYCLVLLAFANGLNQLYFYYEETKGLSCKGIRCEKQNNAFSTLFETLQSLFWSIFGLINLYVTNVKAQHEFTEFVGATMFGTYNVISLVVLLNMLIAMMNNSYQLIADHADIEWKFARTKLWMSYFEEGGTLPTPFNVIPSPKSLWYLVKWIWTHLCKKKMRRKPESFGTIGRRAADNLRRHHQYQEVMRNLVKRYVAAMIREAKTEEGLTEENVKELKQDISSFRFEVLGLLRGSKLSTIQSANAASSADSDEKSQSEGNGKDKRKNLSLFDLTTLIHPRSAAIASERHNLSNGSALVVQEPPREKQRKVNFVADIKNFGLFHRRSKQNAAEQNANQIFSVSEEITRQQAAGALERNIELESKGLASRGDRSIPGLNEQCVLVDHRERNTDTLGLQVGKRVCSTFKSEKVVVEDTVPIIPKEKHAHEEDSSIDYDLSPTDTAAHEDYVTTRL
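Material: HEK293 cells with stable TRPC4beta plus mu-opioid receptor expression / Probe or stimulus: DAMGO in two steps, submaximal then maximal / Compound: single concentration per test compound / Technique: kinetic Fluo4 fluorescence imaging of calcium influx / Read-out: per-well B score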
KLF5 inh: inhibitors of KLF5 expression. DLD-1 KLF5 promoter-luciferase reporter, luminescence. inhibition, % at 5 µM. 290,000 tested, 0.23% active;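 active = inhibition above a per-plate limit of that plate's mean compound inhibition plus 3 SD, cut at about 60% in these data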;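 also: 0% = DMSO wells and 100% = LY294002 at 200 µM; higher means less KLF5 promoter-driven luciferase light; inactives centre near -14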
SKKanGAS inh: SKKanGAS growth inhibition. S. pyogenes SKKanGAS, kanamycin growth, BacTiter-Glo, 6 h. 300,000 tested, 1.3% active. inhibition, % at 7.5 µM;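 active = mean replicate score, as percent of positive control median, at least 50; inconclusive = mean below 50 but one replicate at or above 50; inactive = mean and every replicate below 50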;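 also: strain carries kanamycin resistance gene driven by streptokinase promoter and grows in 40 µg/ml kanamycin; loss of luminescence reflects streptokinase promoter inhibition or plain growth inhibition; 0% = median of DMSO wells and 100% = positive control at its reference dose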
IEC-6 cytotox: counter-screen for KLF5 inhibitors: cytotoxicity in IEC-6 cells | IEC-6 cytotoxicity, luminescence viability | 290,000 tested, 0.78% active | inhibition, % at 5 µM; in the data active = inhibition above about 22%;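 also: 0% = plate median of test compound wells and 100% = cytotoxic reference compound wells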
TRPC4 act: opens the mouse TRPC4 cation channel; Q9QUQ5; HEK293 TRPC4beta/mu-opioid, Fluo4 calcium fluorescence; hits give high values; B-score at 10 µM; 310,000 tested, 0.49% active; AID 2237;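 active = B-score above 5 SD of library B-scores, and initial fluorescence ratio not above library mean plus 5 SD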;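 also: positive B-score marks a calcium rise read as TRPC4 activation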
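System – HEK293 cells stably co-expressing mouse TRPC4beta and mu-opioid receptor · Signal – Fluo4 calcium-sensitive dye fluorescence, kinetic, 1 Hz baseline · Benchmarks – buffer (low) and maximal DAMGO (high) · Read-out – B score of integrated fluorescence ratio per well · Incubation – dye loading 45 min room temperature, 110 s kinetic read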
aSyn 5UTR inh: 5' untranslated region of α-synuclein, MLPCN primary screen; alpha-synuclein 5'UTR reporter, inhibitor activity; inhibition, % (tested at 7.5 µM); 300,000 tested, 0.82% active; AID 1813; in the data active = inhibition above about 60%; inconclusive = no clear call, values can overlap the other calls;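 also: H4 neuroglioblastoma cells stably carrying SNCA 5'UTR luciferase fusion; 0% = DMSO wells and 100% = positive control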
HIF activator: HIF pathway transcriptional activation | U2OS HRE-luciferase reporter, luminescence; normalized: DMSO 0%, desferrioxamine 100% | activation, % at 7.5 µM (by protocol) | 300,000 tested, 0.32% active;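 active = mean activation of at least 10% of the iron chelator positive control signal, with at least half of replicates also reaching 10%; inconclusive = mean and replicate majority disagree about reaching 10%; inactive = mean and most replicates under 10%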
TRPC4 PAM: allosterically enhances the mouse TRPC4 cation channel | 310,000 tested, 0.42% active | Q9QUQ5 | HEK293 TRPC4beta/mu-opioid, DAMGO EC20, Fluo-4 Ca2+ flux; hits give high values | B-score at 10 µM;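 active = B-score of calcium response area above 5 SD of library B-scores, with initial fluorescence ratio within 5 SD of library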;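 also: B-score of integrated fluorescence ratio over time as area under calcium response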
* = called active by the depositor; i = inactive; u = inconclusive; x = no result given. This is a random part of the collection; overall some 5.8% were active at least once.

Preview, two compounds:
SMILES	TRPC6 activator	MrgX1 antag	TRPC6 inhibitor	TRPC4 block	KLF5 inh	SKKanGAS inh	IEC-6 cytotox	TRPC4 act	aSyn 5UTR inh	HIF activator	TRPC4 PAM
CC(=O)N1CCN(c2ccc(NC(=O)c3ccc(OCc4ccccc4)cc3)cc2)CC1	i	i	i	i	5	-11	-4	i	4	-0.2	i
CC1CCCC2(C1)NC(=S)N(c1ccccc1)N2 (stereo unspecified)	i	i	i	i	0	0	-1	i	5	0.0	i

All compounds of this part (from the top)
SMILES	TRPC6 activator	MrgX1 antag	TRPC6 inhibitor	TRPC4 block	KLF5 inh	SKKanGAS inh	IEC-6 cytotox	TRPC4 act	aSyn 5UTR inh	HIF activator	TRPC4 PAM
CC(=O)N1CCN(c2ccc(NC(=O)c3ccc(OCc4ccccc4)cc3)cc2)CC1	i	i	i	i	5	-11	-4	i	4	-0.2	i
CC1CCCC2(C1)NC(=S)N(c1ccccc1)N2 (stereo unspecified)	i	i	i	i	0	0	-1	i	5	0.0	i
O=C(CSc1nc(-c2ccco2)cc(C(F)(F)F)n1)Nc1ccccc1C(F)(F)F	i	i	i	i	8	2	2	i	-5	0.5	i
Cc1ccc(Cn2ccc(NC(=O)c3cc(-c4ccc(Cl)cc4)on3)n2)cc1	i	i	i	i	-68	1	-8	i	1	-0.5	i
CCn1c(=O)cc(SCC(=O)N2CCN(C(=O)c3ccco3)CC2)c2ccccc21	i	i	i	i	-20	4	14	i	-10	0.1	i
Cc1cc2cc(CCNC(=O)C(=O)c3c[nH]c4ccccc34)c(=O)[nH]c2cc1C	i	i	i	i	-27	5	-2	i	-29	-0.3	i
O=C(COC(=O)c1cn(-c2ccccc2)nc1-c1ccccc1)c1cccc([N+](=O)[O-])c1	i	i	i	i	-2	0	-8	i	19	0.3	i
Cc1c(/C=N/NC(=O)C(C)(C)Oc2ccc(Cl)cc2)cnn1C	i	i	i	i	-12	4	-3	i	12	-0.5	i
O=C1NCCCCC1NS(=O)(=O)c1cccc2ccccc12 (stereo unspecified)	i	i	i	i	-31	-2	6	i	10	-6.8	i
COc1ccc(C(=O)NC2CCCc3ccccc32)c(OC)c1OC (stereo unspecified)	i	i	i	i	12	-2	8	i	17	0.8	i
COC(=O)c1ccc(C(=O)OC)c(NC(=O)COC(=O)C23CC4CC(CC(O)(C4)C2)C3)c1	i	i	i	i	9	21	-2	i	7	0.5	i
O=C(NCCc1c[nH]c2ccccc12)OCCCCOC(=O)NCCc1c[nH]c2ccccc12	i	i	i	i	x	10	x	i	10	-0.5	i
CCOc1ccccc1N=CC1=C(O)CC(c2ccccc2)CC1=O (stereo unspecified)	i	i	i	i	12	-4	1	i	-25	-0.6	i
COc1ccc(C(=O)N(Cc2ccccc2)c2cccc(C)c2)c(OC)c1OC	i	i	i	i	-35	0	-2	i	-2	-1.0	i
O=C(NNc1ncnc2sccc12)c1ccc(Cl)cc1	i	i	i	i	-29	-19	1	i	18	0.6	i
S=C(Nc1ccc(Cl)c(Cl)c1)N1CCOCC1	i	i	i	i	-18	-6	0	i	7	-0.9	i
O=C(NCc1ccccn1)c1ccc(N2CCCC2=O)cc1	i	i	i	i	-14	2	-1	i	-41	0.8	i
COc1cc(C2CC(=O)N(c3ccc(C)cc3)C(=O)C2)cc(OC)c1OC	i	i	i	i	30	-13	7	i	2	0.9	i
CCOc1ccccc1Nc1nc(N)nc(CSc2nccc(C)n2)n1	i	i	i	i	-10	-8	1	i	3	-2.7	i
OC1(c2ccc(Cl)cc2)CCN(Cc2cn[nH]c2-c2ccc(F)cc2)CC1	i	i	i	i	-13	-3	43*	i	u	-0.1	i
Cc1ccc(S(=O)(=O)N2CCCC2CNC(=O)C(=O)NCc2ccccn2)cc1 (stereo unspecified)	i	-7.1*	i	i	x	3	x	i	10	-0.1	i
Cc1ccc2c(c1)NC(=O)C(CC(=O)NCCCN1CCCCC1C)O2 (stereo unspecified)	i	i	i	i	-38	-7	-3	i	10	0.2	i
CCN(CC)C(=O)Cn1cc(S(=O)(=O)CC(=O)Nc2ccc(OC)c(OC)c2)c2ccccc21	i	i	i	i	-39	0	6	i	-1	-0.8	i
COc1ccc(OC)c(NC(=O)CN(C)CCOc2ccc(Br)cc2)c1	i	i	i	i	-4	-13	0	i	4	-7.1	i
COc1ccc(S(=O)(=O)NCC2CCC(C(=O)N3CCC4(CC3)OCCO4)CC2)cc1 (stereo unspecified)	i	x	i	i	1	-4	-3	i	13	-0.1	i
COc1ccc(N(C(=O)Cc2cccs2)C(C(=O)NC2CCCCC2)c2cccn2C)cc1OC (stereo unspecified)	i	i	i	i	28	-1	5	i	8	-0.2	i
CSCCC(NC(=O)c1ccccc1Cl)C(=O)NC1CCN(Cc2ccccc2)CC1 (stereo unspecified)	i	i	i	i	-1	-11	-6	i	23	0.1	i
NC(=O)c1nsc(C(=O)N(Cc2ccco2)C(C(=O)NCC2CCCO2)c2ccc(F)cc2)c1N (stereo unspecified)	i	x	i	-6*	-4	-1	0	i	9	-4.3	i
O=C(c1nc2ccccn2c1CN1CCC(Cc2ccccc2)CC1)N1CCCC1	i	i	i	i	-31	-3	-1	i	-9	-0.2	i
COc1ccc(-c2n[nH]c(C(F)(F)F)c2-c2cc3ccccc3o2)c(O)c1	i	i	i	i	5	99*	3	i	11	0.2	i
CCc1cc(Br)ccc1N1C(=O)C2CC=CCC2C1=O (stereo unspecified)	i	i	i	i	6	-9	-6	i	18	-0.3	i
COc1ccc(/C=C(/C#N)C(=O)NC2CCCCC2)cc1Br	i	i	i	i	10	-2	4	i	-25	0.6	i
O=S(=O)(Cc1ccccc1)/C1=C(\N2CCOCC2)CCCCCC1	i	i	i	i	-30	1	-2	i	-6	0.1	i
CN1CCN(Cc2nc(N)nc(Nc3ccc4c(c3)OCCO4)n2)CC1	i	i	i	i	-41	2	-7	i	-91	-0.8	i
Cc1onc(-c2ccccc2)c1C(=O)N=C(N)c1ccc(Cl)cc1	i	i	i	i	-6	-1	1	i	0	0.2	i
Nc1nnc(SCCN2C(=O)c3ccccc3C2=O)s1	i	i	i	i	-44	12	-5	i	10	-0.1	i
O=C1CSC(c2cccc(F)c2)N1c1ccccc1 (stereo unspecified)	i	i	i	i	-29	1	2	i	4	-1.4	i
CCc1ccc(NC(=O)Cn2ncc3c4ccccc4n(C)c3c2=O)cc1	i	i	i	i	-46	8	9	i	3	-0.2	i
CCc1ccc(NC(=O)CSc2nc3nc(C)cc(C)n3n2)cc1	i	i	i	i	-23	0	-3	i	11	-0.1	i
O=C(CSc1nnnn1-c1ccccc1)Nc1nc(-c2ccccc2)ns1	i	i	i	i	-29	12	4	i	-2	-0.1	i
O=C1C(Cl)=C(N2CCN(Cc3ccccc3)CC2)C(=O)N1c1ccccc1	i	i	i	i	-9	0	-13	i	2	-0.1	i
O=C1C2C3CC(C(Br)C3Br)C2C(=O)N1CC1CCCO1 (stereo unspecified)	i	i	i	i	-18	3	2	i	-3	0.3	i
C/C(=N\NC(=O)c1cc(Br)ccc1O)c1ccccn1	i	i	i	i	-65	97*	3	i	49	-0.6	i
CC(=O)c1cccc(NS(=O)(=O)c2ccc(C(=O)Nc3ccccc3)cc2)c1	i	i	i	i	-10	-1	6	i	0	0.2	i
COc1ccc(NC(=O)CN(C)C(=O)c2ccc(C)s2)cc1	i	i	i	i	0	1	4	i	28	-0.1	i
O=C(O)c1cccc(-n2nc(-c3ccc(Cl)c([N+](=O)[O-])c3)c3ccccc3c2=O)c1	i	i	i	i	-20	10	-5	i	15	-0.3	i
COCCNC(=O)C(c1ccc(Cl)cc1)N(C(=O)CCC(=O)Nc1ccccn1)C1CCCC1 (stereo unspecified)	i	i	i	i	-45	1	-1	i	-10	0.0	i
CC(Cc1cccs1)NC(=O)CCCn1nnnc1CN1CCOCC1 (stereo unspecified)	i	i	i	i	-37	4	-5	i	13	-0.2	i
CCOc1ccc(/C=N/NC(=O)CSc2n[nH]c(=O)[nH]c2=O)cc1OC	i	i	i	i	-26	-3	-4	i	1	-0.2	i
Cc1nn(C(C)C(=O)N2CCc3ccccc3C2)c(=O)c2cc3occc3n12 (stereo unspecified)	i	i	i	i	2	-4	-2	i	-7	-0.2	i

Remaining list, next part
SMILES	TRPC6 activator	MrgX1 antag	TRPC6 inhibitor	TRPC4 block	KLF5 inh	SKKanGAS inh	IEC-6 cytotox	TRPC4 act	aSyn 5UTR inh	HIF activator	TRPC4 PAM
COc1ccc(-n2ncc3c(N4CCN(c5cccc(C)c5C)CC4)ncnc32)cc1	i	i	i	i	-22	0	7	i	41	-0.2	i
CCOc1nc2ccccc2nc1NS(=O)(=O)c1ccccc1	i	i	i	i	-10	-11	4	i	-44	0.1	i
Cc1c(NC(=O)c2cc(-c3ccc(O)cc3)on2)c(=O)n(-c2ccccc2)n1C	i	i	i	i	-14	-2	0	i	14	-0.1	i
Cc1c(S(=O)(=O)N2CCC(C)CC2)c(=O)n(C)c(=O)n1C	i	i	i	i	x	-13	x	i	-4	0.2	i
Cc1cc(C(=O)OCC(=O)Nc2cc(C(F)(F)F)ccc2N2CCOCC2)c(C)o1	i	i	i	i	-16	-6	6	i	17	-1.9	i
CC(C)c1ccc(/C=C/C(=O)NC(=S)NN2CCOCC2)cc1	i	i	i	i	-16	x	4	i	x	x	i
CCN(CCCNC(=O)Cn1ncc2c([nH]c3ccccc32)c1=O)Cc1ccccc1	i	i	i	i	-44	-7	2	i	23	-0.3	i
Cc1ccn2c(Nc3ccccc3C)c(-c3cccnc3)nc2c1	i	i	-5.7*	i	-15	-4	-4	i	19	-24	i
CCOC(=O)CCC(=O)N1CCOCCOCCN(C(=O)CCC(=O)OCC)CCOCC1	i	i	i	i	-24	-3	0	i	12	-0.9	i
CC(C)CCn1cnc2c(oc3nc4c(cc32)CCCC4)c1=O	i	i	i	i	-58	0	-1	i	60	-1.9	i
CNC(=S)N(CCCn1ccnc1)Cc1c(F)cccc1Cl	i	i	i	i	-15	3	-2	i	10	0.3	i
CCN1C/C(=C/c2ccc(N3CCOCC3)cc2)C(=O)/C(=C/c2ccc(N3CCOCC3)cc2)C1	i	i	i	i	-2	1	-1	i	-412	1.6	i
COc1ccc(S(=O)(=O)/C(C#N)=C/Nc2ccc(NC(C)=O)cc2)cc1	i	i	i	i	-34	3	-6	i	-3	-19	i
NNc1nccc(Nc2ccccc2C(=O)O)n1	i	i	i	i	5	19	2	i	5	0.7	i
Cc1ccc(CC(=O)Nc2ccncc2)cc1	i	i	i	i	-12	-1	2	i	-31	0.1	i
